From PubChem BioAssay
RAM network inh: blocks the yeast RAM network | S. cerevisiae dse1pr::URA3 reporter, 5-FOA growth OD615, 2 d; analog-sensitive cbk1-as2 kinase mutant strain | inhibition, % at 50 µM | 190,000 compounds, 1.8% hits | AID 868;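 active means inhibition above a set limit, 3 SD over mean compound inhibition, cut at about 8.4% in these data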;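 further: 0% = DMSO-only wells with no growth and 100% = 10 µM 1-NA-PP1 full growth; inhibition rescues growth on 5-FOA so higher OD means more RAM inhibition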
L major viab: inhibitors of Leishmania major promastigote growth; Leishmania major promastigotes, resazurin fluorescence viability; AID 1063; 200,000 compounds, 9% hits; inhibition, % at 10 µM; in the data active means inhibition above about 50%;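 further: promastigotes grown with compound for 44 hours at 28 °C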
TNAP inh hiacc: inhibitors of human TNAP at high phosphate acceptor concentration | P05186 | 200,000 compounds, 0.03% hits | purified TNAP, CDP-star luminescence, 1 M DEA | inhibition, % at 20 µM | AID 1135;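 active means over 50% inhibition of tissue-nonspecific alkaline phosphatase at 20 µM in the single-dose screen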;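 further: plate controls were DMSO wells for no effect and EDTA-quenched wells as full inhibition for full effect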
HMGR II inh: inhibitors of class II HMG-CoA reductase from Enterococcus faecalis. purified E. faecalis HMGR, NADPH absorbance 340 nm kinetic. inhibition, % at 10 µM. 190,000 compounds, 0.41% hits. AID 1066;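 active means inhibition above a set limit, the median over all tested compounds plus 3 SD, cut at about 9.5% in these data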;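 further: enzyme runs in reverse so mevalonate oxidation gives rising NADPH absorbance; 0% = complete reaction with DMSO and 100% = background rate lacking mevalonate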
S1P3 antag: S1P3 (human) receptor antagonism. Q99500. CHO S1P3 NFAT-BLA reporter, FRET fluorescence, antagonist mode. inhibition, % at 4.98 µM. 170,000 compounds, 0.27% hits. AID 485;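 active means inhibition above the plate cutoff, the mean inhibition of test wells on that plate plus 3 SD, cut at about 28% in these data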;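 further: cells challenged with S1P at its EC80 of 0.8 µM; blue over green emission ratio from cleaved BLA substrate after 4 h stimulation; 0% = S1P-stimulated wells and 100% = unstimulated DMSO-only wells; some compounds past the cut are filed as inactive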
Target sequence (Q99500 whole entry, looked up): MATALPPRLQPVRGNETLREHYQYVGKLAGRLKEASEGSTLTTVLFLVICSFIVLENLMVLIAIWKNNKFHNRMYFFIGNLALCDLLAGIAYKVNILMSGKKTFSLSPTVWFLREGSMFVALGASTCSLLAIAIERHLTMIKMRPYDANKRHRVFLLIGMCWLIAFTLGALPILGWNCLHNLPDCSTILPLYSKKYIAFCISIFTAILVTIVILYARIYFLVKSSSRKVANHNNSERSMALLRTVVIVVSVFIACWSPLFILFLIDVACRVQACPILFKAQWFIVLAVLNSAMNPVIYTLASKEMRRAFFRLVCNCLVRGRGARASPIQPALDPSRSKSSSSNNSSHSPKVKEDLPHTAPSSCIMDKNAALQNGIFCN
PMI act hi M6P: increases human PMI activity with near-saturating mannose 6-phosphate. P34949. coupled PMI enzyme assay, resazurin fluorescence, 20 min; stronger effect = higher value; 1 = untreated enzyme, 0 = substrate-free blank. activation factor at 20 µM. 190,000 compounds, 0.34% hits;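 active means activation factor of 2 or more at 20 µM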
Target sequence (P34949 whole entry, looked up): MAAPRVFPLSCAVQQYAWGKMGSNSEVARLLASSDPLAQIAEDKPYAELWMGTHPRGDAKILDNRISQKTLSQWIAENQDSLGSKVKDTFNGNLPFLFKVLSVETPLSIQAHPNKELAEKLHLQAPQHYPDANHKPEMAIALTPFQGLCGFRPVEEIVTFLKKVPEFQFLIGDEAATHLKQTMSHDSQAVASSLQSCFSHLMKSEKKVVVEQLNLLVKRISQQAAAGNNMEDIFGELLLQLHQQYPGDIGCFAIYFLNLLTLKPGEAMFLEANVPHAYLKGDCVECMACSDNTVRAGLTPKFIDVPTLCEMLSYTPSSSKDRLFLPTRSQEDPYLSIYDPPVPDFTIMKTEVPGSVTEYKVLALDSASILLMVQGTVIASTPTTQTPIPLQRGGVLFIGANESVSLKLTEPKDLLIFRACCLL
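assay system = human phosphomannose isomerase with PGI, G6PDH, diaphorase coupling enzymes | quantity = 15 ng/mL PMI | incubation = enzyme reaction with compound 20 min at room temperature | medium = HEPES pH 7.4 buffer with MgCl2 and Tween-20 | compound dosing = one concentration, 20 µM, in 1% DMSO | measured by = Diaphorase-driven resazurin-to-resorufin fluorescence, excitation 544, emission 590 nm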
Hsp70 act: switches on Hsp70 transcription | HeLa Hsp70 promoter luciferase reporter, luminescence; scaled: vehicle 0, proteasome-inhibitor control 100% | activation, % at 10 µM | 200,000 compounds, 0.04% hits;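 active means activation above the mean across all tested compounds plus 3 SD, cutoff set per campaign, cut at about 5.5% in these data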;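 further: 100% = MG132 at 30 µM as the positive control and 0% = DMSO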
Redox H2O2 prof: compounds producing H2O2 with reducing agent – biochemical, NIH compound library profiling, artefact control for MLSCN library redox annotation, primary screen | activation, % at 10 µM | 200,000 compounds, 0.03% hits | DTT-dependent redox cycling H2O2, phenol red/HRP absorbance; 100% = 100 µM peroxide control, 0% = buffer | AID 878;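 active means activation of at least 50% relative to the plate's high and low controls in the primary single-dose screen; inactive means activation below 50%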;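 further: compound incubated with DTT at 0.8 mM final as the reducing agent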
TNAP inh no acc: inhibitors of human TNAP without phosphate acceptor | AID 1012 | 200,000 compounds, 0.26% hits | P05186 | inhibition, % at 20 µM | purified TNAP, CDP-star luminescence, 30 min;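 active means tissue-nonspecific alkaline phosphatase inhibition above about 50% at 20 µM in the single-dose screen, limit read from the data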;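 further: 0% = DMSO negative control and 100% = EDTA positive control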
PMI activator: phosphomannose isomerase (human) activation. P34949. purified human PMI, coupled resazurin fluorescence, 20 min; stronger effect = higher value; 1 = vehicle control, 0 substrate-free wells. 190,000 compounds, 0.005% hits. activation factor at 20 µM;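 active means activation factor of 2 or more at 20 µM, relative to plate controls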
* = called active by the depositor; . = not tested or not shown.

SMILES | RAM network inh | L major viab | TNAP inh hiacc | HMGR II inh | S1P3 antag | PMI act hi M6P | Hsp70 act | Redox H2O2 prof | TNAP inh no acc | PMI activator
Clc1ccc(Br)cc1-c1nc(-c2cccnc2)no1 | . | 11 | . | . | -15 | . | -0.2 | 2.9 | . | .
COc1ccc(NC(=O)CC2C(=O)N(C)C(=S)N2CCc2ccccc2F)cc1 (stereo unspecified) | 1.0 | 8 | -6 | -5 | -9 | 0.9 | -0.4 | 0.9 | -9 | 0.9
Cc1ccc(S(=O)(=O)/N=C2\CN(C)C(=O)N2C)cc1 | 0.9 | -9 | -1 | -7 | -5 | 1.1 | 0.4 | -0.3 | -6 | 1
CCN1CCc2nc(NC(=O)C(c3ccccc3)c3ccccc3)sc2C1 | 3.1 | 13 | -6 | 1 | . | 1 | -0.4 | 0.4 | -16 | 1
O=C(NCc1ccc(-n2cccc2)cc1)c1cccc(F)c1 | 2.2 | 8 | -2 | -1 | 1 | 1 | -0.4 | -0.3 | -5 | 1
CCOc1ccc(NS(=O)(=O)c2cc(C)c(C)cc2C)cc1 | 1.5 | 5 | -2 | 1 | -17 | 0.8 | -0.3 | -1.9 | -2 | 0.8
O=S(=O)(NCc1ccccc1)c1cccc2cccnc12 | 0.8 | 64* | 1 | -2 | . | 1 | -0.2 | 0.2 | -7 | 0.9
Cc1cc2cc(CNC(=O)c3ccc4c(c3)OCO4)ccc2n1C | 3.8 | -5 | -3 | 0 | 0 | 1 | -0.3 | -1.1 | -11 | 0.9
CCCCOc1ccc(NC(=O)Cn2c(=O)ccc3c(C)cc(C)nc32)cc1 | 3.2 | 3 | -4 | 2 | . | 1 | -0.2 | -1.4 | -9 | 1.1
C=CCN1C(=O)C(Cc2ccc(OC)cc2)SC1=Nc1ccc(C(=O)O)cc1 (stereo unspecified) | 0.9 | 43 | -1 | 2 | -13 | 1 | -0.5 | 0.3 | -1 | 0.9
O=C(OC1CCc2ccccc2C1=O)c1ccccc1O (stereo unspecified) | 0.0 | 8 | 2 | -3 | 2 | 0.8 | -0.3 | 8.3 | -2 | 0.7
COc1cccc(CN2CCN(Cc3ccon3)CC2CCO)c1 (stereo unspecified) | -0.2 | -4 | -4 | -3 | -7 | 1 | 0.4 | -0.7 | -11 | 0.9
c1ccc(CSCc2cn3ccccc3n2)cc1 | 3.5 | 2 | -2 | -6 | -10 | 1.1 | -0.2 | -0.1 | 2 | 1.1
Cc1ccc(OCCNC(=O)/C=C/c2ccccc2)cc1 | 2.3 | -8 | 0 | -7 | -4 | 1 | -0.1 | -0.3 | -17 | 1
COC(=O)CCCC(=O)N1CCCC(C(=O)c2ccc(OC)cc2C)C1 (stereo unspecified) | -0.6 | -5 | -6 | 2 | -3 | 1.1 | -0.1 | -0.1 | -6 | 1
O=C(/C(=N/N=C/c1ccc(O)c(O)c1)c1ccccc1)c1ccccc1 | -0.6 | 13 | 26 | 5 | -13 | 0.8 | -0.5 | 0.3 | 51* | 0.7
CN(C)C(CNC(=O)CCCOc1ccccc1)c1ccco1 (stereo unspecified) | 2.6 | -4 | 0 | -6 | . | 1 | -0.4 | 0.3 | -2 | 0.9
N#CC1=C(N)N(c2ccc(F)cc2)C2=C(C1c1ccc(O)cc1)S(=O)(=O)CC2 (stereo unspecified) | 1.8 | 0 | 20 | -11 | 10 | 0.9 | 0.0 | -1.9 | 15 | 1.2
Cc1ccc(S(=O)(=O)/C(C#N)=C/c2c(N3CCN(C)CC3)nc3c(C)cccn3c2=O)cc1 | 0.1 | 0 | -2 | -3 | . | 1 | -0.3 | 0.0 | 7 | 1.1
COc1ccc(/C=N/NC(=O)c2cccc(O)c2)cc1Cn1nc(C)c([N+](=O)[O-])c1C | 2.1 | -4 | 2 | 0 | 13 | 0.9 | -0.1 | 0.7 | -5 | 0.9
CCOc1cc(C(c2c(C)[nH][nH]c2=O)c2c(C)[nH][nH]c2=O)ccc1OCc1ccc([N+](=O)[O-])cc1 | 0.3 | 100* | 13 | -8 | . | 0.8 | -0.3 | 0.4 | -53 | 0.8
O=C(CSc1nnc(Cc2cc(=O)[nH]c(=O)[nH]2)n1-c1ccc(Cl)cc1)NCC1CCCO1 (stereo unspecified) | 2.3 | -4 | 0 | -2 | -1 | 1 | 0.0 | 0.7 | -11 | 1
O=C(NCCCN1CCCCC1)C1CCC(=O)N1CCc1ccccc1 (stereo unspecified) | 0.6 | -8 | -9 | -3 | -10 | 1 | -0.4 | 0.5 | -16 | 1
COc1ccc(S(=O)(=O)N2CCCCCC2)cc1N(C)S(=O)(=O)c1ccccc1 | 10* | 33 | -5 | -7 | -7 | 1 | -0.3 | 0.2 | -2 | 0.9
Cc1cccc(Cl)c1OCCCCn1ccnc1 | 0.0 | 98* | -7 | 0 | 0 | 1 | -0.4 | 0.1 | 6 | 1

The last 6 records of the part before lead into the next:
SMILES | RAM network inh | L major viab | TNAP inh hiacc | HMGR II inh | S1P3 antag | PMI act hi M6P | Hsp70 act | Redox H2O2 prof | TNAP inh no acc | PMI activator
COc1ccc(/C=N/NC(=O)c2cccc(O)c2)cc1Cn1nc(C)c([N+](=O)[O-])c1C | 2.1 | -4 | 2 | 0 | 13 | 0.9 | -0.1 | 0.7 | -5 | 0.9
CCOc1cc(C(c2c(C)[nH][nH]c2=O)c2c(C)[nH][nH]c2=O)ccc1OCc1ccc([N+](=O)[O-])cc1 | 0.3 | 100* | 13 | -8 | . | 0.8 | -0.3 | 0.4 | -53 | 0.8
O=C(CSc1nnc(Cc2cc(=O)[nH]c(=O)[nH]2)n1-c1ccc(Cl)cc1)NCC1CCCO1 (stereo unspecified) | 2.3 | -4 | 0 | -2 | -1 | 1 | 0.0 | 0.7 | -11 | 1
O=C(NCCCN1CCCCC1)C1CCC(=O)N1CCc1ccccc1 (stereo unspecified) | 0.6 | -8 | -9 | -3 | -10 | 1 | -0.4 | 0.5 | -16 | 1
COc1ccc(S(=O)(=O)N2CCCCCC2)cc1N(C)S(=O)(=O)c1ccccc1 | 10* | 33 | -5 | -7 | -7 | 1 | -0.3 | 0.2 | -2 | 0.9
Cc1cccc(Cl)c1OCCCCn1ccnc1 | 0.0 | 98* | -7 | 0 | 0 | 1 | -0.4 | 0.1 | 6 | 1
Cc1ccc(S(=O)(=O)N2CCOCC2)cc1NC(=O)Cn1cc(C(F)(F)F)cc(Cl)c1=O | 0.9 | 1 | -3 | 3 | 1 | 1 | 0.1 | -0.2 | -15 | 1
O=S(=O)(Nc1ccncc1Cl)c1ccccc1 | -0.3 | -6 | -1 | -3 | . | 1.1 | -0.4 | 0.3 | -16 | 1.1
CC(=O)c1ccc(NC(=O)CC2Nc3cccc4cccc(c34)NC2=O)cc1 (stereo unspecified) | 0.5 | 27 | 12 | 3 | -23 | 0.9 | 0.8 | 1.0 | -6 | 0.8
Cc1ccc(C)c(N2CCN(C(=O)CN(C)S(=O)(=O)c3cnc[nH]3)CC2)c1 | 1.5 | 0 | -1 | -1 | -17 | 1.1 | -0.1 | -0.3 | -4 | 1
CCOC(=O)COc1ccc(C)cc1-c1ccno1 | 1.9 | -5 | -1 | -5 | . | 1 | 0.0 | -0.6 | -6 | 1
CCc1ccc(/C=C2\Oc3cc(OS(C)(=O)=O)ccc3C2=O)cc1 | 8.5* | 8 | 0 | 0 | -2 | 0.9 | -0.4 | 1.4 | -5 | 0.8
COC(=O)c1sccc1NC(=S)N1CCCC(C)C1 (stereo unspecified) | 1.0 | -5 | -2 | -1 | . | 1 | -0.3 | 0.0 | -7 | 1
COc1ccc(NC(=O)CSc2ccc(-c3cccs3)nn2)c(OC)c1 | 4.2 | -6 | 2 | 6 | 19 | 0.9 | -0.2 | -0.1 | 10 | 1
CCCc1ncc(C(O)c2cccc3ccccc23)n1C (stereo unspecified) | 2.5 | 0 | -3 | -2 | 21 | 1 | -0.1 | 0.2 | -5 | 1
COc1ccc(-c2c(C#N)c(N)nc3sc(C(=O)c4ccc(C)cc4)c(N)c23)cc1 | 5.8 | 24 | -1 | -3 | 12 | 0.9 | -0.1 | 0.4 | -8 | 1
COc1ccc(O)c(-c2[nH]ncc2C(=O)c2ccccc2C)c1 | -0.6 | 13 | -5 | 1 | . | 0.9 | -0.2 | -0.1 | -7 | 0.9
COC(=O)c1c(C)[nH]c(C(=O)CSc2ncnc3sc(-c4ccccc4)cc23)c1C | 6.6 | -1 | 1 | -6 | -6 | 1 | 0.0 | -0.4 | -10 | 1
C/C(=N\NC(=S)NC(C)C)c1ccccc1OC(F)F | 0.4 | 0 | -6 | -1 | -6 | 1.2 | 0.0 | 0.2 | -14 | 1.1
COc1nc2ccccc2cc1-c1noc(-c2cccnc2)n1 | . | . | -4 | . | -19 | 1 | . | . | -11 | 1
CCCC(=O)NC(=S)NNC(=O)c1ccc([N+](=O)[O-])cc1 | 2.8 | 32 | -2 | -1 | -10 | 1 | -0.4 | -0.6 | -95 | 0.9
Cc1ccc(C)c2sc(NC(=O)c3ccc(N4C(=O)CCC4=O)cc3)nc12 | 0.8 | -3 | -2 | -3 | 1 | 1.1 | -0.3 | 0.5 | -6 | 1.1
CC(=O)/C(N=Nc1ccc2c(c1)OCO2)=C(\C)O | 0.0 | 57* | 9 | -2 | -8 | 1.1 | -0.2 | 0.9 | 14 | 1.1
CC(=O)/C(=N\Nc1cccc(Cl)c1)Sc1cccc2cccnc12 | 2.6 | 2 | 2 | -3 | 6 | 0.9 | -0.3 | -0.3 | -4 | 0.9
CC(C)CC(NC(=O)C1CCC(C)CC1)C(=O)NCc1cccnc1 (stereo unspecified) | 2.2 | -1 | -4 | -4 | . | 1.1 | -0.3 | 0.0 | -12 | 1.1
CNC(=O)CSc1nnc(-c2ccco2)n1-c1ccc(C)cc1 | 1.1 | -4 | -5 | -2 | . | 0.9 | -0.1 | 1.2 | -8 | 0.9
COc1ccc(-c2cc(C)nc(SCC(=O)c3cccc([N+](=O)[O-])c3)n2)cc1 | 4.3 | -2 | -2 | -4 | . | 1.1 | -0.3 | -4.3 | -8 | 1
O=C(CN(C(=O)CCC(=O)Nc1nccs1)c1ccc(F)cc1)NCc1ccco1 | 2.7 | 34 | 1 | 2 | -6 | 1 | -0.5 | 0.7 | -7 | 1
CC(=O)c1ccccc1OCC(O)CN1CCN(C(c2ccccc2)c2ccccc2)CC1 (stereo unspecified) | 1.2 | 41 | -1 | -3 | 21 | 0.9 | -0.4 | -0.1 | 8 | 0.8
Cc1ccc(NC(=O)Nc2cccn(Cc3c(F)cccc3Cl)c2=O)cc1 | 1.4 | 3 | -4 | 2 | -20 | 0.4 | -0.2 | -0.2 | -8 | 0.8
Cc1sc2nc(SCC(=O)N(CCO)CCO)nc(N)c2c1C | 0.1 | -1 | 0 | 4 | -26 | 1 | -0.2 | -0.3 | -8 | 0.9

Not a hit list; about 12% have a hit in one of these screens.
